# Hep lipid drop: inhibitors of hepatocyte lipid droplet formation, primary screen, imaging, high-throughput imaging, BODIPY stain; AML12 mouse hepatocytes, oleate lipid droplets; inhibition, % at 6.5 µM; 240,000 tested, 0.4% active; AID 1656, 2009;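 active = lipid droplet intensity inhibited by at least 50%, with more than 500 cells counted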
#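 Material – AML12 mouse liver cells · Also added – oleate loading, 100 µM · Compound dosing – 6.5 µM single-point dosing · Times – overnight treatment with compound plus oleate · Measured by – fluorescence imaging, 20x objective, two fields per well · Read-out – percent inhibition of filter-corrected integrated lipid droplet intensity per well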
# Hep lipid drop cells 6.5 µM: recorded beside Hep lipid drop, whose call it bears; cell count; measured here: cell count, cytotoxicity flag;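 cells counted across two imaged fields per well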
# The depositor's hits bear a star.
SMILES,Hep lipid drop,Hep lipid drop cells 6.5 µM
O=S(=O)(Nc1ccc(Br)cc1)c1cccc2cccnc12,13,854
COc1ccc(NC2CCCCC2NS(=O)(=O)c2ccc(C)cc2)cc1 (configuration not stated),-2,679
COc1ccccc1NC(=O)NNC(=O)CCc1ccccc1,-6,834
CC(=O)c1cccc(NC(=S)Nc2ccc(F)cc2)c1,4,868
CCc1cc(=O)oc2c(C)c(OCC(=O)NCCN3CCOCC3)ccc12,-11,792
COc1cccc(Cn2nc3c4cc(F)ccc4n(Cc4ccc(F)cc4)cc-3c2=O)c1,-21,828
O=C(CSc1nc2c(c(=O)[nH]1)CCC2)Nc1ccccc1Cl,6,798
COC(=O)c1cc(S(=O)(=O)NCCc2ccc(SC)cc2)c[nH]1,38,766
Cc1ccc(/C=C2\SC(=S)N(CCCC(=O)N3CCOCC3)C2=O)cc1,15,811
O=[N+]([O-])c1ccccc1S(=O)(=O)Nc1ncccn1,-11,800
CCCn1nnnc1NCc1cccc(OC)c1OC,-7,802
COc1ccc(NC2CCCN(C(=O)c3csc(C(C)C)n3)C2)cc1 (configuration not stated),1,733
O=S(=O)(O)c1cc(O)c2c(O)c(N=Nc3cc(Cl)ccc3O)c(S(=O)(=O)O)cc2c1,-2,846
CCCCc1nc(C(N)=O)c2[nH]c(=O)n(-c3ccc(OC)cc3OC)c2n1,-1,718
Cc1ccc2[nH]c3c(c2c1)CCCC3NC(=O)CCl (configuration not stated),28,631
O=S(=O)(NCCN1CCCC1)c1ccc(Br)cc1,-8,795
COc1ccc(CN2CCCC(C(=O)N3CCCCC3)C2)cc1OC (configuration not stated),-5,818
O=C(COc1ccc(Br)cc1CO)N1CCCc2ccccc21,-19,809
CCOC(=O)N1CCC(NC(=O)c2ccc3c(c2)N=C(C)c2ccccc2S3)CC1,-20,612
COc1ccc(C)cc1NC(=O)CCN1CCN(c2ccccc2F)CC1,-10,805
O=C1Nc2cc(C(=O)N3CCN(c4ccc(F)cc4)CC3)ccc2NC1CSCc1cccc(F)c1 (configuration not stated),-12,746
O=C1/C(=C/c2ccccc2)SC(=S)N1CC(=O)N1CCCCC1c1cccnc1 (configuration not stated),-9,764
O=C(NCc1ccco1)C1CCCN(S(=O)(=O)c2cc(Cl)ccc2Cl)C1 (configuration not stated),2,871
CNC(=O)NC(=O)C(OC(=O)Cc1cccc(C(F)(F)F)c1)c1ccccc1 (configuration not stated),-3,844
CCc1ccc(NC(=O)C2CCN(S(=O)(=O)c3c(C)noc3/C=C/N(C)C)CC2)cc1,-8,681
Cc1nn(CC(=O)NCc2cccs2)c(=O)c2nn(-c3ccccc3)c(C)c12,-1,804
C/C(=N\NC(=O)c1nnn(-c2nonc2N)c1-c1cccs1)c1ccc(O)cc1,-2,727
COc1cc(C(=O)N(C)CCOc2ccc(C)cc2)ccc1OC1CCN(C(C)=O)CC1,4,872
O=C(Nc1cc(Br)ccc1O)C1CC(c2c(F)cccc2Cl)=NO1 (configuration not stated),-5,811
Cc1nnc(NC(=O)CN2CCN(Cc3ccccc3)CC2)s1,16,797
O=c1[nH]c(C2CCN(S(=O)(=O)c3ccccc3)CC2)nc2c1nnn2Cc1cccc(Cl)c1,-3,833
CC(C)(C)c1ccc(C(=O)N2CCN(CCNC(=O)C(=O)Nc3ccc(F)cc3)CC2)cc1,5,870
CCN1CCN(C(=O)c2ccc(OC3CCN(CCc4ccccc4)CC3)cc2)[C@@H](C)C1=O,1,815
O=C(Nc1ccccc1O)c1ccc2c(c1)C(=O)N(c1ccccc1)C2=O,-3,852
C=CCN(c1nc(C)c(Br)c(OC)n1)S(=O)(=O)c1ccc(C)cc1,-1,806
O=C1N(CN2CCOCC2)c2ccccc2C12OCC(CCl)O2 (configuration not stated),-14,857
Cc1ccc(C(=O)Nc2ccc(C(=O)N/N=C/c3ccc(C)o3)cc2)cc1,-1,691
CC(Oc1cc2oc(=O)c3c(c2cc1Cl)CCC3)C(=O)NCc1ccccn1 (configuration not stated),0,792
CC(C)(C)c1ccc(-n2ncc3c2CCCC3NC(=O)CN2CCCCC2=O)cc1 (configuration not stated),6,799
CCCCC(=O)Nc1nnc(S(=O)(=O)N(CC)c2ccc(OC)cc2)s1,-5,842
CC(Oc1ccc(Cl)cc1)C(=O)Nc1ccccc1C(=O)N1CCOCC1 (configuration not stated),-6,655
CN1C(=O)[C@H]2[C@@H](/C=C/c3ccccc3)N3C(=O)CN(CCO)C(=O)[C@@]3(C)[C@H]2C1=O,2,786
CCOc1ccccc1C(=O)N(Cc1ccc(C)o1)C1CCS(=O)(=O)C1 (configuration not stated),-2,780
COc1ccc(OC)c(NC(=O)CC2Oc3ccccc3NC2=O)c1 (configuration not stated),21,675
CC(Oc1cccc(Cl)c1)C(=O)N1CCCN(C)CC1 (configuration not stated),23,805
COc1ccc(CCN2CC(C(=O)NCc3ccccc3)CCC2=O)cc1 (configuration not stated),2,694
Cc1ccc(/C=N/NC(=O)c2cccc(NC(=O)c3ccccc3Cl)c2)o1,-2,719
CCCc1cc(C(=O)N2CCCC(Cc3cccc(Cl)c3)(C(=O)OCC)C2)n(C)n1 (configuration not stated),-32,737

# Quoted from the entries so far for reference:
SMILES,Hep lipid drop,Hep lipid drop cells 6.5 µM
Cc1ccc(C(=O)Nc2ccc(C(=O)N/N=C/c3ccc(C)o3)cc2)cc1,-1,691
CC(Oc1cc2oc(=O)c3c(c2cc1Cl)CCC3)C(=O)NCc1ccccn1 (configuration not stated),0,792
CC(C)(C)c1ccc(-n2ncc3c2CCCC3NC(=O)CN2CCCCC2=O)cc1 (configuration not stated),6,799
CCCCC(=O)Nc1nnc(S(=O)(=O)N(CC)c2ccc(OC)cc2)s1,-5,842
CC(Oc1ccc(Cl)cc1)C(=O)Nc1ccccc1C(=O)N1CCOCC1 (configuration not stated),-6,655
CN1C(=O)[C@H]2[C@@H](/C=C/c3ccccc3)N3C(=O)CN(CCO)C(=O)[C@@]3(C)[C@H]2C1=O,2,786

# Next part.
SMILES,Hep lipid drop,Hep lipid drop cells 6.5 µM
COc1ccccc1C(C(=O)NC1CCCCC1)N(C(=O)c1csnn1)C1CC1 (configuration not stated),4,811
COC(=O)c1cc(S(=O)(=O)N2CCN(C3CCCCC3)CC2)c[nH]1,17,775
CC(=O)N1c2ccc(S(=O)(=O)N3CCC(C(=O)NCc4ccc(F)cc4)CC3)cc2CC1C (configuration not stated),6,738
Cc1ccccc1NC(=O)c1ccc2c(c1)N(C)CCS2,-1,701
O=C(Nc1nnc(-c2ccncc2)o1)c1ccc2ccccc2c1,-2,814
CC(C)(C)N1C(=O)[C@H]2[C@@H](c3ccc(Br)cc3)N3C(=O)N(c4cccc(Br)c4)C(=O)[C@@]3(Cc3ccccc3)[C@H]2C1=O,-9,757
CC(=O)N1c2ccc(S(=O)(=O)N3CCCC(C(=O)Nc4cccc(F)c4)C3)cc2CC1C (configuration not stated),-7,770
CCC1CCCCN1CCCNC(=O)c1ccc2c(c1)N(Cc1ccc(F)cc1)C(=O)c1ccccc1S2=O (configuration not stated),-112,695
N#C/C(=C\c1c[nH]c2ccc(Br)cc12)c1ccccn1,-34,836
Cc1cc(=O)n2nc(N3CCC(C(=O)NCc4ccc(Cl)cc4)CC3)sc2n1,1,662
C=CCNC(=O)COC(=O)c1c2c(nc3ccccc13)CCC2,-20,793
COc1cc(SC)ccc1C(=O)NCCc1c[nH]c2ccccc12,-5,845
COc1ccc(CN(C)c2ncnc3sccc23)c(OC)c1OC,-27,813
CN1C(=O)Cc2cc(S(=O)(=O)N3CCN(c4cccc(C(F)(F)F)c4)CC3)ccc21,-30,716
O=C(CNC(=O)c1ccccc1)OCCCOC(=O)CNC(=O)c1ccccc1,-2,670
CCOc1ccc(CN2CCNC(=O)C2CC(=O)NCCc2nc(C)c3c(n2)CCC3)cc1 (configuration not stated),3,671
O=C(CSc1nnc(CNC(=O)c2c(F)cccc2Cl)o1)NCCc1ccccc1,-1,687
NS(=O)(=O)c1ccc(CCNC(=O)C(=O)NCC2OCCN2S(=O)(=O)c2cc(F)ccc2F)cc1 (configuration not stated),-20,688
O=C(O)CC(c1ccc(C(F)(F)F)cc1)N1Cc2ccccc2C1=O (configuration not stated),-2,790
Cc1ccc(/C=N/NC(=O)c2ccc(-c3ccccc3)cc2)o1,-1,797
O=C(Nc1ccc(N2CCN(Cc3ccccc3)CC2)cc1)c1ccco1,5,644
O=[N+]([O-])c1ccc(-c2nc(NCc3cccnc3)c3ccccc3n2)cc1,-32,826
O=C(NC1CCCc2ccccc21)c1ccccn1 (configuration not stated),-13,762
CCOc1ccc(-c2cc(C(=O)N3CCCC3)c3ccccc3n2)cc1,8,828
CN1CCc2c(sc(NC(=O)c3ccc4ccccc4c3)c2C(N)=O)C1,-27,730
CCOc1ccc(C(C)=O)cc1COc1ccc(C)nc1[N+](=O)[O-],-3,802
COc1ccc(CCNC(=O)NS(=O)(=O)c2ccc(C)cc2)cc1OC,9,682
O=C(CN1CCN(c2ccc(F)cc2)CC1)Nc1nccs1,-3,400
CCOc1ccc(CCNC(=O)C2CCCN(S(=O)(=O)N3CC(C)CC(C)C3)C2)cc1OCC (configuration not stated),39,717
COc1cc(NS(=O)(=O)c2ccc(NC(=S)NC(=O)c3ccc(Br)cc3)cc2)ncn1,0,758
Cc1[nH]c(C)c(S(=O)(=O)NCc2ccc(Cl)cc2)c1C(=O)N1CCCC1,-16,736
Cc1ccc(O)c(C(=O)CC(=O)c2ccc(Cl)cc2)c1,18,687
COC(=O)CCC(=O)Nc1ccc(S(=O)(=O)Nc2nc(C)cc(C)n2)cc1,-10,798
N=c1oc2ccccc2cc1C(=O)Nc1cccc(F)c1,2,795
CC1CCCC(C)N1CCCNC(=O)C1CCCN(c2ncnc3c2nc2n3CCCCC2)C1 (configuration not stated),-14,679
CCOc1ccc(C2NC(=O)Cc3cc(OC)c(OC)cc32)cc1 (configuration not stated),-10,770
CN1CCN(C(=O)/C=C/c2ccccc2)CC1,-2,790
Cc1cc(/C=C(/C#N)C(=O)O)c(C)n1-c1cccc2ccccc12,4,623
Cc1nc(COc2ccc(C(=O)Nc3ccccc3N3CCOCC3)cc2)cs1,-2,847
O=C(CCCN1C(=O)C(c2ccccc2)Oc2cccnc21)NCc1ccccc1Cl (configuration not stated),-17,714
NC(=S)N/N=C1\c2ccccc2-c2c(C(=O)O)cccc21,-7,816
COc1ccc([C@@H]2[C@@H]3C(=O)N(C(C)(C)C)C(=O)[C@@H]3[C@]3(Cc4ccc(Cl)cc4)C(=O)N(c4ccc(Br)cc4)C(=O)N23)cc1,0,830
O=C(CNC(=O)c1ccco1)NCC(=O)OCc1ccc(Cl)cc1Cl,-10,760
Fc1ccccc1-c1nc(-c2ccc(Br)o2)no1,4,863
O=C(Cc1ccc(NC2=NC3CS(=O)(=O)CC3S2)cc1)NCCc1ccccc1 (configuration not stated),4,746
CN(C)CCCNC(=S)NCC(c1ccc(Cl)cc1Cl)c1c[nH]c2ccccc12 (configuration not stated),-15,671
COCC(=O)N1CCC(Oc2ccc(C(=O)NC3Cc4ccccc4C3)cc2)CC1,-24,731
Cc1ccc(C)c(NC(=O)C(CC(=O)O)Cc2ccccc2)c1 (configuration not stated),-9,759
COc1ccc(C(=O)Nc2nnc(SCC(=O)NC3CC3)s2)cc1,0,734
CCCCNC(=S)NCC(c1ccccc1)c1c[nH]c2ccccc12 (configuration not stated),-15,850
CCSc1nnc(NC(=O)CSc2sc3c(O)cc(=O)[nH]c3c2C#N)s1,-9,744
Cn1nc(C(C)(C)C)c([N+](=O)[O-])c1C(=O)N1CCOCC1,2,683
Cc1cccc(N(CC(=O)N2CCc3ccccc3C2)S(C)(=O)=O)c1C,2,758
COc1ccccc1CCc1nnc(CCC(=O)NCC2CCCO2)o1 (configuration not stated),12,781
CC(C)(C)NC(=O)CSc1nnc(NC(=O)CCc2ccccc2)s1,0,823
CCN(CC)CCCNc1nc(N)c([N+](=O)[O-])c(N2CCCCCC2)n1,16,710
COc1ccc(/C=C/C(=O)Nc2ccc(S(=O)(=O)Nc3onc(C)c3C)cc2)cc1OC,-3,831
COCCNC(=O)c1ccc(N2CC3CC(C2)c2cccc(=O)n2C3)c(NC(=O)c2cc(OC)cc(OC)c2)c1 (configuration not stated),-1,758
CCCOc1ccc(-c2c(C(=O)N/N=C(\C)c3ccco3)nnn2-c2nonc2N)cc1,-8,680
Cc1cc(F)ccc1NC(=S)NC1CCCC1,-6,832
CCCC(=O)Nc1nn(C)c2nc3ccc(C)cc3cc12,17,822
COc1ccc(S(=O)(=O)N2CC(=O)Nc3ccccc32)cc1C,-2,852

# 4 of these compounds in another layout:
CCN(CC)CCCNc1nc(N)c([N+](=O)[O-])c(N2CCCCCC2)n1
  Hep lipid drop: 16
  Hep lipid drop cells 6.5 µM: 710

COc1ccc(/C=C/C(=O)Nc2ccc(S(=O)(=O)Nc3onc(C)c3C)cc2)cc1OC
  Hep lipid drop: -3
  Hep lipid drop cells 6.5 µM: 831

COCCNC(=O)c1ccc(N2CC3CC(C2)c2cccc(=O)n2C3)c(NC(=O)c2cc(OC)cc(OC)c2)c1 (configuration not stated)
  Hep lipid drop: -1
  Hep lipid drop cells 6.5 µM: 758

CCCOc1ccc(-c2c(C(=O)N/N=C(\C)c3ccco3)nnn2-c2nonc2N)cc1
  Hep lipid drop: -8
  Hep lipid drop cells 6.5 µM: 680

# A portion of the library; the hit share may differ from the screen's.
